Vif imaging = blocks HIV Vif function; HEK293T cells, Vif self-association by quenched fluorescence, imaging, 24 h; inhibition, % at 7.49 µM; actives 0.35% (n = 340,000); in the data active = inhibition above about 50%, passing the limit was not always enough; also: some results filed as inactive read as strong as hits
MC4R barr agon = human MC4R agonism via beta-arrestin. AID 540308. activation, % at 8.9 µM. actives 0.98% (n = 360,000). U2OS MC4R beta-arrestin complementation, luminescence; percent of melanotan II response, DMSO zero;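 active = activation above a per-plate cutoff, the mean activation of sample wells on that plate plus 3 SD, cut at about 8% in these data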
Target sequence (P32245 whole entry, looked up): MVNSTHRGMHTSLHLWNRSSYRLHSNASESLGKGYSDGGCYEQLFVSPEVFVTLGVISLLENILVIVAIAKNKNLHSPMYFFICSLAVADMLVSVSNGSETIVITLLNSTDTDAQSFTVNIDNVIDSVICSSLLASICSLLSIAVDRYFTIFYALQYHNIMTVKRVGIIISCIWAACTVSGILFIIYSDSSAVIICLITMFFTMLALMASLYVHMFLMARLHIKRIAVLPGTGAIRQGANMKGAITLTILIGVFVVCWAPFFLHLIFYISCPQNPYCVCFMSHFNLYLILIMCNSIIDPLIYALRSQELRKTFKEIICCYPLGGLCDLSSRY
ABHD5-PLIN5 inh = blocks binding of human ABHD5 to perilipin-5; Split G. princeps luciferase complementation, luminescence, 4 h; inhibition, % at 4 µM; actives 0.78% (n = 360,000);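 active = inhibition above the mean inhibition across every tested compound plus 3 SD, cut at about 22% in these data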;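 also: 0% = DMSO only wells and the 100% control is not disclosed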
Exocytosis inh = lytic granule exocytosis inhibition | TALL-104 LAMP-1 surface exposure, flow cytometry; cells stimulated with thapsigargin and PMA | inhibition, % at 10 µM | actives 0.66% (n = 360,000) | AID 651702;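 active = inhibition above about 55%, limit read from the data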
MC4R antag cAMP = blocks human MC4R cAMP signaling; P32245; MC4R-expressing cells, MTII-stimulated cAMP, LANCE TR-FRET; inhibition, % at 6.5 µM; actives 0.48% (n = 360,000);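 active = inhibition above its plate's cutoff, the mean of tested wells on that plate plus 3 SD, cut at about 29% in these data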;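 also: 0% = Melanotan II alone and 100% = Melanotan II plus saturating MCL0020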
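Assay system: U2OS cells stably expressing human melanocortin 4 receptor (MC4R) / Dosing: 6.5 µM / Timing: compound 30 min, challenge 1 h, detection 1 h / Measured by: Eu-cAMP/anti-cAMP TR-FRET, emission 671 nm / Replicates: singlicate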
NOD2 RIPK2 PPI = NOD2-RIPK2 protein interaction inhibition | O43353 | CHO BLA complementation NOD2-RIPK2, CCF4 ratio | inhibition, % at 4.98 µM | actives 0.38% (n = 360,000) | AID 624267; in the data active = inhibition above about 21%;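 also: 0% = vehicle only and 100% = reference blocker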
Target sequence (O43353 whole entry, looked up): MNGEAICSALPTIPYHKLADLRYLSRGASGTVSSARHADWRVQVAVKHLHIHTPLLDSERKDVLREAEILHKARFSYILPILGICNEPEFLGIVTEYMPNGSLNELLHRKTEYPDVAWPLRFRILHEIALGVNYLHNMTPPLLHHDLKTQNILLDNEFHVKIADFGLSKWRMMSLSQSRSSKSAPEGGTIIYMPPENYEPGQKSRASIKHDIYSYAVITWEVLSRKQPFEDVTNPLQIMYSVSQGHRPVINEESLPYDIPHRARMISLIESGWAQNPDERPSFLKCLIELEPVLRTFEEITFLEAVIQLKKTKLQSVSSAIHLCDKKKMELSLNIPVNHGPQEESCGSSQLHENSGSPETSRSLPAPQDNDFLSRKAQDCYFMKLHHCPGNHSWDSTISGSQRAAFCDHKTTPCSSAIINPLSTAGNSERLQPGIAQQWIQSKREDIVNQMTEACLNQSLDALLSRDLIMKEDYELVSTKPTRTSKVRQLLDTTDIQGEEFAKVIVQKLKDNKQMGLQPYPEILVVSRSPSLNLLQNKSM
TLR9-MyD88 block = blocks human TLR9 binding to MyD88 | Q9NR96+Q99836 | CHO BLA complementation TLR9-MyD88, CCF4 FRET ratio | inhibition, % at 4.98 µM | actives 0.21% (n = 340,000) | AID 504734;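 active = inhibition above the mean over all tested compounds plus 3 SD, cut at about 21% in these data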;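 also: 0% = DMSO only wells and 100% = clavulanate BLA inhibitor control wells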
Glyco luc inh = N-linked glycosylation inhibition. D54 ERlucT glycosylation luciferase reporter, 24 h; percent of 100 nM tunicamycin response. reporter increase, % at 12.5 µM. actives 0.23% (n = 360,000);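 active = mean luciferase reporter signal, scaled so untreated is 0 and the glycosylation-blocking control 100, at or above a set limit in every replicate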;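 also: luciferase carries N-glycosylation sites so blocking glycosylation raises the light; 0% = median of neutral control wells and 100% = median of 100 nM tunicamycin wells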
ABCB6 inh 2 = inhibitors of human ABC transporter ABCB6; K562-ABCB6 porphyrin accumulation, flow cytometry, 1 h; hits give low values; fluorescence ratio to DMSO, % at 10 µM; actives 0.19% (n = 360,000); Q9NP58;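 active = fluorescence ratio to DMSO below 75%, the collection mean minus 3 SD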;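 also: signal is porphyrin accumulated inside mitochondria; 100% equals median channel fluorescence of DMSO control wells; lower ratio means ABCB6 inhibition with less porphyrin fluorescence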
aDG glyco act = alpha-DG glycosylation activation | activation, % at 10 µM | actives 0.22% (n = 360,000) | AID 624168 | Pro5-aDG cells, alpha-DG glycosylation AlphaScreen (IIH6); 0% Pro5, 100% B10-LARGE cell signal;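 active = activation of at least 8% versus controls, or a plate z-score of at least 8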;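 also: Pro5 are CHO cells carrying HIG-tagged alpha-DG that lacks glycosylation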
The depositor's hits bear a star; . = no result given.

entry	structure	Vif imaging	MC4R barr agon	ABHD5-PLIN5 inh	Exocytosis inh	MC4R antag cAMP	NOD2 RIPK2 PPI	TLR9-MyD88 block	Glyco luc inh	ABCB6 inh 2	aDG glyco act
1	Cn1ccc(O)c(C#N)c1=O	-7	-1.4	-7	0	3	-5	-1	1	95	-0.2
2	O=C(CCCSc1nc2ccccc2[nH]1)N1CCN(c2ccc([N+](=O)[O-])cc2)CC1	.	-1.3	-1	10	6	-4	-2	-6	92	1.2
3	O=C(NC1CCCCC1)c1cccc(NC(=O)c2ccccc2Cl)c1	-4	-1.3	-5	0	-1	-5	-6	-1	95	0.5
4	Cc1cc(NC(=O)CN2C(=O)NC(C)(c3ccc(Cl)cc3Cl)C2=O)no1 (configuration not stated)	-1	-2.1	4	-1	13	1	3	3	98	0.2
5	Cc1cccc(N2C(=O)CC(N3CCN(c4ccc(Cl)cc4)CC3)C2=O)c1 (configuration not stated)	4	0.7	-10	-11	3	2	-3	-1	100	0.0
6	COc1ccc(CCNC(=S)Nc2cc(C)cc(C)c2)cc1	.	-1.2	-6	2	-5	9	-4	0	162	0.3
7	Cc1cc(/C=C2\SC(=O)N(CC(=O)Nc3ccccc3F)C2=O)c(C)n1C	-4	-2.3	2	1	2	-5	-3	0	95	-0.4
8	CCCCCCn1c(C(C)NC(=O)c2ccco2)nc2ccccc21 (configuration not stated)	-10	0.1	1	1	2	5	6	-3	93	0.2
9	O=C(Nc1cccc(S(=O)(=O)N2CCCCCC2)c1)C1CC(=O)N(c2ccc3c(c2)OCCO3)C1 (configuration not stated)	-1	1.9	-3	0	3	0	6	-1	93	0.4
10	COc1ccc(-n2nnnc2SCC(=O)Nc2ccc(OC)cc2OC)cc1	-1	0.1	-1	-9	-4	-5	-6	0	97	-0.2
11	CN1C(=O)N(CC(=O)Nc2nccs2)C(=O)C12CCCCC2	-5	-0.5	2	-5	5	-4	2	1	102	1.0
12	Cc1cc(NC(=O)CSc2nc(-c3cccs3)cc(C(F)(F)F)n2)no1	4	2.4	-2	-2	-25	-13	8	10	95	0.2

Additional records
entry	structure	Vif imaging	MC4R barr agon	ABHD5-PLIN5 inh	Exocytosis inh	MC4R antag cAMP	NOD2 RIPK2 PPI	TLR9-MyD88 block	Glyco luc inh	ABCB6 inh 2	aDG glyco act
13	COc1ccc(C)cc1N(CC(=O)N1CCOCC1)S(C)(=O)=O	1	-1.9	-3	-2	-9	3	0	1	94	0.1
14	CCCN1CNC(=S)N(CCc2ccccc2)C1	-3	-0.9	6	-2	-4	-6	-5	1	102	0.0
15	COC(CN(C)C(=O)C1CCC(CNS(=O)(=O)c2ccccc2)CC1)OC (configuration not stated)	.	-0.1	8	-4	10	1	6	4	102	-0.1
16	O=C(CN(Cc1ccccc1)S(=O)(=O)c1ccccc1)N/N=C/c1ccccc1C(=O)O	49	1.4	-2	2	-3	-1	-4	0	99	-0.2
17	O=C(COC(=O)c1ccc(Cl)c(S(=O)(=O)N2CCCCCC2)c1)Nc1ccccc1	-2	0.6	-2	0	2	-10	1	3	94	-0.2
18	COc1cc(N=c2c([N+](=O)[O-])nn(-c3ccc4c(c3)OCCO4)n2O)cc(OC)c1	10	-1.6	-7	-5	7	-2	13	-9	98	-0.7
19	COc1cccc(CC2(CO)CCN(Cc3ccc(NC(C)=O)cc3)CC2)c1	-9	-1.9	-2	11	15	-6	3	0	99	-0.4
20	O=C(CN(Cc1ccco1)C(=O)CNS(=O)(=O)c1ccc(F)cc1)NCc1ccc(F)cc1	4	1.6	-7	0	8	7	-13	3	98	-0.1
21	CSc1nc2nc(Cl)c(Cl)nc2[nH]1	.	0.1	2	-6	5	-8	10	2	100	-0.3
22	C[C@@H]1CN([C@H](C)CO)C(=O)c2cc(NC(=O)Nc3ccc(C(F)(F)F)cc3)ccc2O[C@H]1CN(C)S(=O)(=O)c1ccccc1	-3	1.6	-8	-1	14	-5	-12	-13	97	0.5
23	CCOc1ccc2[nH]c(=O)c(C(c3nnnn3Cc3ccco3)N3CCC(C)CC3)cc2c1 (configuration not stated)	7	-0.5	8	-2	-4	-9	-3	2	93	-0.2
24	COc1cccc(NC(=O)Cc2nnc(SCCOc3ccccc3)n2C)c1	-13	-1.3	2	-2	-2	2	0	-3	95	0.1

Later entries.
entry	structure	Vif imaging	MC4R barr agon	ABHD5-PLIN5 inh	Exocytosis inh	MC4R antag cAMP	NOD2 RIPK2 PPI	TLR9-MyD88 block	Glyco luc inh	ABCB6 inh 2	aDG glyco act
25	COCCn1c(C)cc(C(=O)COC(=O)c2ccccc2Br)c1C	0	-1.5	1	-1	16	0	1	-17	102	0.8
26	COC(=O)c1c(NC(=O)CSc2nnc(CNc3ccc(Cl)cc3)o2)sc(C)c1C	72*	-1.0	-3	92*	4	-7	-10	0	101	0.1
27	CCOC(=O)c1sc(NC(=O)COC(=O)Cn2cnc3ccccc32)c(C(=O)OCC)c1C	-4	0.8	2	1	7	-9	3	1	102	0.2
28	O=[N+]([O-])c1ccc(N2CCOCC2)cc1O	-5	-0.4	-1	0	12	-2	-2	3	95	-0.1
29	Cc1ccc(CSc2ccc(-c3cccs3)nn2)cc1	-5	2.2	-2	0	4	3	0	1	102	-0.1
30	O=C(CSc1ccccc1)N1CCCC(N2CCN(c3cccc(Cl)c3)CC2)C1 (configuration not stated)	-5	-0.3	-7	-11	14	4	-2	2	94	0.0
31	O=C(Cc1cccs1)N1CCN(c2ccccn2)CC1	-4	3.3	0	1	-6	-3	1	1	104	-0.1
32	CCOC(=O)c1ccc(NC(=S)Nc2cccc(N)n2)cc1	-4	-0.6	1	9	-2	-7	4	4	99	1.0
33	CC(C)c1cccc(C2=CC(=O)C[C@H](c3ccc(F)cc3)C2)c1	-11	1.5	-15	-4	-1	2	-3	-7	96	0.0
34	CCS(=O)(=O)N1CCC(NC(=O)C(Cc2cccc(OC)c2OC)NC(C)=O)CC1 (configuration not stated)	3	-0.2	-6	-9	-10	1	-34	3	104	0.1
35	Cc1ccccc1S(=O)(=O)Cc1ccc(C(=O)NCCCN2CCC(C)CC2)o1	4	-1.0	0	-8	6	-1	0	-3	99	-0.3
36	Cc1ccc(NC(=O)c2ccc(Cl)cc2Cl)cc1O	-3	-0.1	-12	-1	11	-8	-6	-4	94	0.3

Continuation:
entry	structure	Vif imaging	MC4R barr agon	ABHD5-PLIN5 inh	Exocytosis inh	MC4R antag cAMP	NOD2 RIPK2 PPI	TLR9-MyD88 block	Glyco luc inh	ABCB6 inh 2	aDG glyco act
37	COCC1CCCN(Cc2cn(Cc3ccccc3)nc2-c2cc3ccccc3o2)C1 (configuration not stated)	2	0.9	12	70*	5	-5	0	-6	87	1.5
38	CCCn1cc(SCC(=O)NCC2CCCO2)c2ccccc21 (configuration not stated)	10	0.5	2	-2	3	-13	10	0	98	-0.3
39	Brc1ccc(-c2nc(-c3cccnc3)no2)o1	-6	-1.2	1	4	8	-3	5	-4	93	0.2
40	C=CCN1C(=O)C2(OCCCO2)c2c(C)ccc(C)c21	-5	-0.9	-5	-6	12	-8	-1	-1	104	0.0
41	O=C1Cc2ccccc2C(c2ccccc2)N1 (configuration not stated)	-4	-0.2	-6	-1	-1	1	-12	0	98	-0.2
42	CCOc1ccc(C(=O)CC(=O)C(=O)NCCc2ccc(OC)c(OC)c2)cc1	-4	0.3	-2	4	9	3	-13	1	97	-0.1
43	Cc1ccc2c(c1)c1c(n2C)C(C(N)=O)CCC1 (configuration not stated)	0	-1.6	-2	0	3	2	-2	2	89	-0.1
44	CCOC(=O)c1c(-c2ccccc2)csc1NC(=O)c1ccc(N2C(=O)CCC2=O)cc1	-2	-0.7	4	1	1	-7	1	1	91	-0.3
45	COc1ccc(CNc2nc3ccccc3n2CCN2CCOCC2)cc1	17	-0.9	-3	-3	0	5	2	2	95	-0.1
46	COc1ccccc1N=Nc1c(C)[nH]n(-c2ccccc2)c1=O	-5	-3.3	-4	25	-2	-6	-6	0	99	-0.4
47	CC1CC1C(=O)OCC(=O)NC(=O)NCc1ccco1 (configuration not stated)	8	0.2	3	2	5	3	-3	-1	97	-0.3
48	O=C(CSCc1ccc(Br)cc1)Nc1ccc(S(=O)(=O)N2CCOCC2)cc1	0	2.4	-10	-1	6	2	-5	-2	99	-0.4
49	CCCCNC(=O)CSc1nc2ccccc2c(=O)n1C1CCCC1	2	-2.8	-1	6	12	3	3	-2	95	0.0
50	CC(=O)c1ccc2c(c1)C1C=CCC1C(c1cc3c(cc1Br)OCO3)N2 (configuration not stated)	5	-1.1	1	16	-14	7	-1	6	100	0.1
51	CS(=O)(=O)N1CCN(C(=S)NCc2ccc(F)cc2)CC1	0	-0.8	2	-5	0	2	1	3	90	-0.3

Seven of these compounds, set out differently.
| item | Vif imaging | MC4R barr agon | ABHD5-PLIN5 inh | Exocytosis inh | MC4R antag cAMP | NOD2 RIPK2 PPI | TLR9-MyD88 block | Glyco luc inh | ABCB6 inh 2 | aDG glyco act | canonical_smiles |
| --- | --- | --- | --- | --- | --- | --- | --- | --- | --- | --- | --- |
| 45 | 17 | -0.9 | -3 | -3 | 0 | 5 | 2 | 2 | 95 | -0.1 | COc1ccc(CNc2nc3ccccc3n2CCN2CCOCC2)cc1 |
| 46 | -5 | -3.3 | -4 | 25 | -2 | -6 | -6 | 0 | 99 | -0.4 | COc1ccccc1N=Nc1c(C)[nH]n(-c2ccccc2)c1=O |
| 47 | 8 | 0.2 | 3 | 2 | 5 | 3 | -3 | -1 | 97 | -0.3 | CC1CC1C(=O)OCC(=O)NC(=O)NCc1ccco1 (configuration not stated) |
| 48 | 0 | 2.4 | -10 | -1 | 6 | 2 | -5 | -2 | 99 | -0.4 | O=C(CSCc1ccc(Br)cc1)Nc1ccc(S(=O)(=O)N2CCOCC2)cc1 |
| 49 | 2 | -2.8 | -1 | 6 | 12 | 3 | 3 | -2 | 95 | 0.0 | CCCCNC(=O)CSc1nc2ccccc2c(=O)n1C1CCCC1 |
| 50 | 5 | -1.1 | 1 | 16 | -14 | 7 | -1 | 6 | 100 | 0.1 | CC(=O)c1ccc2c(c1)C1C=CCC1C(c1cc3c(cc1Br)OCO3)N2 (configuration not stated) |
| 51 | 0 | -0.8 | 2 | -5 | 0 | 2 | 1 | 3 | 90 | -0.3 | CS(=O)(=O)N1CCN(C(=S)NCc2ccc(F)cc2)CC1 |

An excerpt. The share of hits here may be higher or lower than overall.
